Bioassay records (PubChem)
CHRM1 antagonist: blocks human M1 muscarinic receptor; P11229; CHO-K1 hM1, Fluo-8 calcium fluorescence, ACh EC80 antagonist; inhibition, % at 3 µM; actives 1.3% (n = 360,000);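 active = percent inhibition above its own plate's cutoff, namely the mean of that plate's compound wells plus 3 SD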;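 note: peak over basal fluorescence ratio during 140 s after agonist addition; 0% = ACh EC80 plus DMSO and 100% = DMSO alone without agonist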
Target sequence (P11229 whole entry, looked up): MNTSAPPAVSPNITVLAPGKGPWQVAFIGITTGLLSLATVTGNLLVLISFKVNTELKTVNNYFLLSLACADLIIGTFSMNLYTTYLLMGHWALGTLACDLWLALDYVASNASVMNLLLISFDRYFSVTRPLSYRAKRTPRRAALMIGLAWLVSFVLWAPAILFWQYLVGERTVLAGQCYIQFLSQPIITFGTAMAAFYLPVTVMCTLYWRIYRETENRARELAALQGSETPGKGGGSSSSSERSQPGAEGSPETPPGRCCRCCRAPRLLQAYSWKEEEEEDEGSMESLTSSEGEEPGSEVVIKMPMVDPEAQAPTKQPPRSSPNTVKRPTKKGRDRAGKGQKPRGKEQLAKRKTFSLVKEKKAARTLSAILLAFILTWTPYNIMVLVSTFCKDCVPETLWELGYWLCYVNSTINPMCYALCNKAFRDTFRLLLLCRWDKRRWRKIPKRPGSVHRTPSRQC
M1 ag parental: counter-screen for M1 agonists: effect in parental CHO-K1 cells | Fluo-8 calcium fluorescence; scaled to maximal ATP response, vehicle zero | activation, % at 3 µM | actives 0.48% (n = 360,000) | AID 602248; in the data active = activation above about 15%;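 note: untransfected CHO-K1 host cells lacking M1 receptor as counterscreen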
CHO parental Ca: counter-screen: ATP calcium response change in parental CHO cells; parental CHO-K1, ATP-induced calcium, Fluo-8 fluorescence; inhibition, % at 5.6 µM; actives 0.63% (n = 330,000); AID 463079;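 active = inhibition above that plate's mean sample inhibition plus 3 SD, cut at about 26% in these data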;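 note: 0% = ATP-challenged DMSO wells and 100% = DMSO wells without ATP; some compounds past the cut are filed as inactive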
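Material: Parental CHO cells | Reagent: ATP | Compound dosing: Single nominal dose of 5.6 µM per compound | Detection: Intracellular calcium via Fluo-8 no-wash fluorescent dye | Read-out: % inhibition of ATP-induced calcium mobilization | Benchmarks: Low control ATP plus DMSO, high control DMSO only | Replicates: Singlicate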
CHRM1 agonist: agonists of human M1 muscarinic receptor; CHO-K1 hM1, Fluo-8 calcium fluorescence, agonist mode; 0% DMSO, 100% acetylcholine EC100; actives 0.33% (n = 360,000); activation, % at 3 µM; P11229;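 active = activation above the run's mean compound activation plus 3 SD, cut at about 16% in these data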;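 note: peak over basal fluorescence ratio within a 140 s kinetic read after compound addition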
TAAR1 antagonist: human TAAR1 antagonism | Q96RJ0 | CHO RD-HGA16 TAAR1, Fluo-8 calcium fluorescence, antagonist | inhibition, % at 3 µM | actives 1.5% (n = 360,000);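 active = inhibition above a per-plate cutoff, the mean inhibition of test compounds on that plate plus 3 SD, cut at about 49% in these data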;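 note: 0% = DMSO plus EC80 beta-PEA response and 100% = DMSO alone without agonist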
Target sequence (Q96RJ0 whole entry, looked up): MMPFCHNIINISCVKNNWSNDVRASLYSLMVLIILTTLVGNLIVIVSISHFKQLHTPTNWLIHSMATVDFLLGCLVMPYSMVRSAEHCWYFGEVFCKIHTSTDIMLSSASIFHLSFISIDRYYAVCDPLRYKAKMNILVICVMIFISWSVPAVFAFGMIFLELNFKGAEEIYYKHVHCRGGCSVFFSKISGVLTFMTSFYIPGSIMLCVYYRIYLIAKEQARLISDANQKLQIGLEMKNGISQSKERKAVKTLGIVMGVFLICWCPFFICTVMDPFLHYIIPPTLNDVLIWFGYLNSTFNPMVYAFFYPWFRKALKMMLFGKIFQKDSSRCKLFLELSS
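Test system: hTAAR1-expressing CHO RD-HGA16 cells, Gα16-coupled; Probe or stimulus: EC80 β-phenethylamine stimulus; Compound dosing: single nominal final test compound concentration of 3 µM; Timing: 140 s kinetic read after compound, 140 s after agonist; Signal: Fluo-8 calcium-sensitive fluorescence; Measure: % inhibition of agonist calcium response; Controls: DMSO and EC80 PEA controls.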
M1 PAM parental: nonselective activator or artifact in parental CHO-K1 calcium assay; activation, % at 3 µM; ATP EC20, Fluo-8 calcium fluorescence; 0% at ATP EC20, 100% at ATP max; actives 0.02% (n = 360,000);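 active = activation above the run cutoff, the mean activation of all test compounds plus 3 SD, cut at about 40% in these data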;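 note: peak over basal fluorescence ratio in a 140 s read after ATP addition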
TAAR1 ag: agonists of human TAAR1 | Q96RJ0 | CHO RD-HGA16 TAAR1, Fluo-8 calcium fluorescence; vehicle wells 0%, saturating PEA agonist 100% | activation, % at 3 µM | actives 0.99% (n = 360,000);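 active = activation above the mean activation of all test compounds in the run plus 3 SD, cut at about 38% in these data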
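Signal – calcium-sensitive Fluo-8 signal, excitation 470-495, emission 515-575 nm · System – RD-HGA16 (CHO) cells co-expressing Gα16 and hTAAR1 · Incubation – 17-24 h seeding, 75 min 37 °C dye, 30 min RT · Compound dosing – 3 µM single concentration · Repeats – no replicates (n 1)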
CHRM1 PAM: positive allosteric modulators of human M1 muscarinic receptor; activation, % at 3 µM; CHO-K1 hM1, Fluo-8 calcium fluorescence, ACh EC20; 0% = ACh EC20, 100% = maximal ACh; actives 0.088% (n = 360,000); AID 588819; P11229; in the data active = activation above about 19%, passing the limit was not always enough
CHO-K1 Ca antag: counter-screen for M1 antagonists: effect in parental CHO-K1 cells; ATP-induced calcium, Fluo-8 fluorescence; inhibition, % at 3 µM; actives 0.6% (n = 360,000); AID 602250;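 active = inhibition above a per-plate cutoff, the plate's mean sample inhibition plus 3 SD, cut at about 24% in these data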;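 note: 0% = DMSO plus EC80 ATP and 100% = DMSO alone without ATP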
* = called active by the depositor; x = not tested or not shown. This is a random part of the collection (roughly 4.4% active in at least one column).

SMILES	CHRM1 antagonist	M1 ag parental	CHO parental Ca	CHRM1 agonist	TAAR1 antagonist	M1 PAM parental	TAAR1 ag	CHRM1 PAM	CHO-K1 Ca antag
COCc1c(C(=O)NCc2ccccc2CN2CCCC2)oc2ccccc12	6	0.2	-19	-7	-13	12	-3	0	-19
CCC(=O)Nc1ccc(C(=O)NNC(=O)c2ccc(C)cc2)cc1	-6	1.0	-3	-3	-19	10	2	4	-10
Cc1nc(N2CCC(C)CC2)c2c(C)c(C(=O)Nc3ccccc3C(F)(F)F)sc2n1	-10	0.9	-21	-9	13	23	-2	3	-13
CN(Cc1ccccc1)C(=O)CN1C(=O)c2ccccc2S1(=O)=O	8	0.4	-8	-1	13	5	0	0	-2
O=C(Nc1cc(Cl)ccc1Cl)c1noc2c1CCCC2	-15	0.1	-9	0	-13	11	3	7	-2
C/C(=N\NC(=O)c1ccccc1)c1cc2cc([N+](=O)[O-])ccc2oc1=O	-4	0.7	6	2	-11	15	10	7	-15
Cc1cc(NC(=O)CN2CCN(C)CC2)no1	2	0.5	-2	-4	-15	0	3	-2	-5
Cc1ccccc1-n1c(SCC(=O)c2c(N)n(C)c(=O)n(C)c2=O)nc2sc3c(c2c1=O)CCCC3	10	-0.2	-10	-1	-4	1	2	0	-6
COc1ccc(N2CCN(C(=O)Cc3ccc(C)cc3)CC2)cc1	-9	0.4	-3	-1	-5	-19	-1	2	19
Cc1ccc(S(=O)(=O)CCc2ccncc2)cc1	-9	2.9	-2	1	-8	0	0	7	-4

Quoted at random: 7 compounds from above, in no set order.
SMILES	CHRM1 antagonist	M1 ag parental	CHO parental Ca	CHRM1 agonist	TAAR1 antagonist	M1 PAM parental	TAAR1 ag	CHRM1 PAM	CHO-K1 Ca antag
CCC(=O)Nc1ccc(C(=O)NNC(=O)c2ccc(C)cc2)cc1	-6	1.0	-3	-3	-19	10	2	4	-10
COc1ccc(N2CCN(C(=O)Cc3ccc(C)cc3)CC2)cc1	-9	0.4	-3	-1	-5	-19	-1	2	19
Cc1cc(NC(=O)CN2CCN(C)CC2)no1	2	0.5	-2	-4	-15	0	3	-2	-5
Cc1ccccc1-n1c(SCC(=O)c2c(N)n(C)c(=O)n(C)c2=O)nc2sc3c(c2c1=O)CCCC3	10	-0.2	-10	-1	-4	1	2	0	-6
COCc1c(C(=O)NCc2ccccc2CN2CCCC2)oc2ccccc12	6	0.2	-19	-7	-13	12	-3	0	-19
Cc1ccc(S(=O)(=O)CCc2ccncc2)cc1	-9	2.9	-2	1	-8	0	0	7	-4
Cc1nc(N2CCC(C)CC2)c2c(C)c(C(=O)Nc3ccccc3C(F)(F)F)sc2n1	-10	0.9	-21	-9	13	23	-2	3	-13

Other compounds follow.
SMILES	CHRM1 antagonist	M1 ag parental	CHO parental Ca	CHRM1 agonist	TAAR1 antagonist	M1 PAM parental	TAAR1 ag	CHRM1 PAM	CHO-K1 Ca antag
COc1ccc(S(=O)(=O)N(C)C[C@H]2Oc3ncc(Br)cc3C(=O)N([C@@H](C)CO)C[C@@H]2C)cc1	-8	0.6	x	-9	8	16	-1	3	-4
O=C(c1cc(-c2ccncc2)nc2ccccc12)N1CCN(c2ccc(N3CCOCC3)nn2)CC1	2	2.7	-21	-5	33	3	13	-4	-1
O=C(NC(=S)Nc1ccc2oc(=O)ccc2c1)c1cccc(Cl)c1	-4	0.5	-11	-2	-11	-2	0	1	7
CC(=O)N/C(=C/c1ccc(OS(=O)(=O)c2ccc(C)cc2)cc1)C(=O)NCCO	-4	12	5	-4	-7	10	0	5	4
Cc1nn(Cc2cccc(C(=O)Nc3ccn(Cc4ccccc4F)n3)c2)c(C)c1[N+](=O)[O-]	-9	0.6	-16	-4	10	14	2	7	-21
COc1cc(/C=N/NC(=O)CNC(=O)c2cccs2)ccc1O	1	-0.4	-5	-5	-18	5	2	5	14
CC1CN(CC(O)COc2ccc(C(C)C)cc2)CC(C)O1 (stereo not given)	-14	0.3	-9	-5	-10	11	9	-3	-5
O=C(Nc1ccc2nc(-c3ccco3)[nH]c2c1)c1ccco1	-4	0.9	-1	-4	-18	14	15	4	-6
Cc1ccc(Cc2c(-c3ccc(C#N)cc3)nc3ccc(Br)cn23)cc1	15	1.5	x	-5	26	12	1	-8	-4
CSC1=C(C#N)C(CC(C)C)C2=C(CCCC2=O)N1 (stereo not given)	-8	1.8	-14	-3	12	17	9	8	-14
CC(C)(NC(=O)NC(CO)c1ccccc1)c1cccc(C(C)(C)NC(=O)NC(CO)c2ccccc2)c1 (stereo not given)	-2	0.4	-16	-1	-10	3	9	7	-11
Cc1ccc(OCCCC(=O)Nc2ccc(N3CCOCC3)cc2)cc1	-2	2.9	7	0	6	17	5	-3	-8
CC1CCCN(CC(O)CN2CCN(CC(O)CN3CCCC(C)C3)C(C)C2)C1 (stereo not given)	-20	0.7	x	-8	8	17	4	9	-13
S=c1[nH]ncn1/N=C/c1ccccc1	-14	0.2	-18	-4	-25	16	8	-3	-4
Oc1ccc(Nc2nnc(-c3ccc(O)cc3)c3ccccc23)cc1	36*	-0.3	-6	-8	-14	-13	-1	-22	-1
COc1ccc2[nH]c(CN3CCN(CC=C(C)C)C(CCO)C3)c(C)c2c1 (stereo not given)	-3	1.0	-10	-7	-6	12	3	1	1
OCCN(Cc1nc(-c2ccc3c(c2)OCO3)no1)Cc1cccs1	-11	1.7	-8	0	-11	-16	2	3	-12
O=c1c2sc3nc(N4CCOCC4)c4c(c3c2ncn1C(c1ccccc1)c1ccccc1)CCCC4	-3	1.1	x	-2	-18	10	4	5	-17
O=Cc1ccc(OCC(=O)NC(=O)NC2CCCCC2)cc1	-8	0.6	-1	-3	8	-6	4	-1	16
O=C(c1[nH]c(C(F)(F)F)nc1-c1ccccc1)N1CCC(Cc2ccccc2)CC1	-29	6.8	x	2	-22	-4	5	0	-16
O=C(NCc1ccc(F)cc1)c1cnc(-c2ccccn2)nc1C(F)(F)F	-10	0.3	0	-4	-6	20	5	6	-7
CC1CCCCC1NC(=O)CN1CCC(NC(=O)C(C)(C)C)CC1 (stereo not given)	-17	1.0	x	-6	-1	17	1	7	-3
CC(=O)Nc1ccc(S(=O)(=O)N2CCC(=O)Nc3ccccc32)cc1	-8	0.2	1	-4	-1	17	5	3	-12
COc1cc(-c2nc(C(F)(F)F)c(OC)o2)cc(OC)c1OC	-5	-0.2	-7	-6	-1	19	0	8	-6
COc1ccc(/C=N/NC(=O)c2ccccc2OC)cc1COc1ccc(C)cc1	-4	0.3	-12	-2	0	-7	-1	7	2
CN(C)C(=O)c1cn(N(C)c2ncc(C(F)(F)F)cc2Cl)c(=O)c2ccccc12	-11	-0.3	-18	-4	3	7	4	7	-4
CC1(C)C2CCC1(CS(=O)(=O)NC(CC(=O)O)c1cccc(Br)c1)C(=O)C2 (stereo not given)	-4	0.0	-1	-3	-8	10	3	2	2
CCN(CC)C(=O)Cn1cc(S(=O)(=O)CC(=O)Nc2ccc(C(N)=O)cc2)c2ccccc21	7	0.8	-12	-3	-6	25	1	1	-11
COC(=O)C(Cc1ccccc1)NC(=O)CCc1c[nH]c2ccccc12 (stereo not given)	-3	1.3	4	-2	19	-24	2	-3	-9
Cc1ccccc1C(O)c1cccnc1 (stereo not given)	-4	0.1	1	-6	-6	15	2	2	-9
COc1cc2c(cc1N/C=C(\C#N)c1nc(-c3ccccc3)cs1)oc1ccccc12	-2	2.8	18	-4	-1	9	1	8	-3
O=C(Nc1cccc(F)c1)c1ccc(S(=O)(=O)N2CCCC2)cc1	-12	2.0	5	-4	14	14	3	7	-7
O=C(Cc1ccccc1)Nc1nonc1NC(=O)c1ccccc1	-9	3.6	-5	1	10	14	9	-7	-1
CSc1ccc(CN(C)C(=O)COc2ccc(C(=O)c3ccccc3)cc2)cc1	3	6.7	-27	-2	7	7	1	-5	-18
COC(=O)C[C@H](NC(=O)Cn1cnc2c(OCc3ccccc3)ncnc21)C(=O)OC	-19	0.7	-10	-2	-3	23	2	13	-27
Cc1[nH]c2ccccc2c1C(=O)C(=O)N1CCN(C(=O)c2ccco2)CC1	-5	0.8	-2	-5	-9	7	3	8	-12
Nc1nc(CSc2nnnn2-c2ccc(F)c(Cl)c2)nc(N2CCOCC2)n1	-22	1.1	-18	-1	15	14	7	4	-13
COc1ccc(NC(=O)CSc2nccn2-c2ccccc2)c(OC)c1	-6	2.1	-24	-3	15	10	9	2	-3
CCOc1cccc(NC(=O)/C(C#N)=C\c2cn(CC(=O)O)c3ccccc23)c1	-4	-0.3	-9	-1	-5	-3	-1	1	5
CN1CCN(CC(O)COCc2ccc3c(c2)OCO3)CC1 (stereo not given)	-6	-0.3	-5	6	-21	-10	-2	18	7
CCOC(=O)c1c(C)n(C)c2ccc(OC(=O)c3ccc(N4C(=O)CCC4=O)cc3)cc12	8	3.8	-18	-5	10	17	13	-2	-15
Cc1ccc(SCc2nc(-c3ccccc3)no2)cc1	-9	0.2	-1	-4	24	18	29	3	-14
CC1CC(C)CN(C(=O)CCc2ccccc2)C1 (stereo not given)	4	0.6	-13	-9	6	27	12	3	-14
CCn1cc(C(=O)Nc2cccc(C(=O)OC)c2)c(=O)c2ccc(C)nc21	-12	1.5	-6	-5	9	16	13	8	-2
O=C1CC(c2ccccc2Cl)=NN(c2ncnc3ccccc23)C1=O	-8	2.1	-2	-3	-5	7	3	6	-7
CC(=O)Nc1ccc(CN2CCCCCC2)cc1	-6	0.2	0	-8	15	4	1	6	8
CCN1C(=O)N(c2cccc3ccccc23)C(C)=CC1(C)C	-5	0.8	-16	-3	19	10	6	1	-5
C=CCN(CC=C)CCCOc1ccccc1C(=O)OC	-14	0.5	-9	-10	-7	27	5	7	-11

Arranged by the number under CHRM1 agonist (smallest number first): three from the list above
canonical_smiles,CHRM1 antagonist,CHRM1 agonist,TAAR1 antagonist,CHRM1 PAM
Cc1[nH]c2ccccc2c1C(=O)C(=O)N1CCN(C(=O)c2ccco2)CC1,-5,-5,-9,8
O=C(Nc1ccc2nc(-c3ccco3)[nH]c2c1)c1ccco1,-4,-4,-18,4
O=Cc1ccc(OCC(=O)NC(=O)NC2CCCCC2)cc1,-8,-3,8,-1
